# Assay outcomes deposited in PubChem by National Center for Advancing Translational Sciences (NCATS).
# 12-hLO inh: blocks human 12-lipoxygenase activity | purified 12-hLO, xylenol orange hydroperoxide absorbance | hit rate 0.12% among 150,000 | P18054 | Potency, µM (doses to about 57.1 µM), without a hit: top-dose activity change, negative = inhibition, most hits filed as inhibitors | AID 1452; also: potency is read from the fitted curve at half-maximal effect; nearly all actives have a fitted effect of over 55% in size; many of its hits are not listed in these tables
#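 Hydroperoxide output read as Fe(III)-xylenol orange absorbance, 573-to-405 nm ratio, after 30 min reaction with 40 uM arachidonic acid. Enzyme: 150 nM purified human 12hLO, 15 min compound preincubation; 25 mM Hepes pH 7.0, room temperature.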
# ALOX15B inhib: blocks human 15-lipoxygenase 2 activity; O15296; purified 15hLO-2, xylenol orange hydroperoxide absorbance; Potency, µM (doses to about 57.1 µM), without a hit: top-dose activity change, negative = inhibition, actives largely listed as inhibitors; hit rate 0.56% among 110,000; also: potency is read from the fitted curve at half-maximal effect; nearly all actives have a fitted effect of over 60% in size; many of its hits are not listed in these tables
# Target sequence (O15296 whole entry, looked up): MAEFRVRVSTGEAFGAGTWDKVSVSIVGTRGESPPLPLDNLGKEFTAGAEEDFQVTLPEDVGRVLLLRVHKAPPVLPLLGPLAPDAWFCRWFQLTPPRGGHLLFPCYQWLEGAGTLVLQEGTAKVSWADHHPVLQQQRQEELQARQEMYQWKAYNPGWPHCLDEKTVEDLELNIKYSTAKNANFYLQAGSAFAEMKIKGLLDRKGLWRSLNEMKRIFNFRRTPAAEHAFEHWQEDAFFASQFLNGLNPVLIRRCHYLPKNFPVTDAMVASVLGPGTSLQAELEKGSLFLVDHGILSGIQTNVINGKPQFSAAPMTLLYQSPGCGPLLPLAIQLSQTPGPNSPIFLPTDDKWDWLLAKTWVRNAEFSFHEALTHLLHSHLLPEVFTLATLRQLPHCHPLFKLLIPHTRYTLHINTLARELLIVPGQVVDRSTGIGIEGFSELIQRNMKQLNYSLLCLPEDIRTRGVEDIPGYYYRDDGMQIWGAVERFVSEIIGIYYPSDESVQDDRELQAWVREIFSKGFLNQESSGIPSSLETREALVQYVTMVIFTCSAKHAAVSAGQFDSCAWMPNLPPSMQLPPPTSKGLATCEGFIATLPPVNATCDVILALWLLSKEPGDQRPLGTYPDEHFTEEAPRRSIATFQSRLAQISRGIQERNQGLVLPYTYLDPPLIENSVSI
#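 Read-out: hydroperoxide product oxidises ferrous iron, measured as xylenol orange complex via the 573-to-405 nm absorbance ratio after 30 min. Reaction: 50 nM enzyme, 15 min compound preincubation, 45 uM arachidonic acid, 90 min RT, Hepes pH 7.5 with Triton X-100.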
# PNC assembly inh: inhibitors of perinucleolar compartment assembly; activity change (PNC), negative = inhibition, % at 10 µM; PC3M PTB-GFP, PNC prevalence imaging, 16 h; stronger effect = lower value; hit rate 3.1% among 140,000; AID 2417;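 active = readout at or below -70, meaning at least 70% loss of cells showing the perinucleolar compartment, a nuclear body marking cancer cells; inconclusive = readout between -30 and a set limit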;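 also: plate controls were DMSO wells for no effect and camptothecin positive control wells for full effect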
#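 PC3M cells stably expressing PTB-GFP, 750–1000 cells/well, treated 16 h at 37 °C with compound (23 nl of library stock), in duplicate. After paraformaldehyde fixation and Hoechst stain, imaged at 20x; PNC prevalence scored by image analysis.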
# IMPase cell inh: membrane-permeable compound that blocks inositol monophosphatase. P97697. CHO-M1 cells, IP1 accumulation, HTRF TR-FRET ratio. 120,000 tested, under 10 active. inhibition (IP1 accumulation), % at 46.1 µM; active = well fitted curve in the direction sought with a large enough effect in the signal ratio, not every such curve was filed as active; inconclusive = small, poorly fitted or top-dose-only effect, or a change in a side signal; inactive = no such curve, though single readings can be large or run the other way; the % refers to the signal ratio;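 also: cells stimulated with carbachol in lithium chloride buffer; plate controls were DMSO basal wells for no effect and reference inhibitor wells for full effect; higher means more IMPase inhibition seen as more IP1 and lower FRET ratio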
# Target sequence (P97697 whole entry, looked up): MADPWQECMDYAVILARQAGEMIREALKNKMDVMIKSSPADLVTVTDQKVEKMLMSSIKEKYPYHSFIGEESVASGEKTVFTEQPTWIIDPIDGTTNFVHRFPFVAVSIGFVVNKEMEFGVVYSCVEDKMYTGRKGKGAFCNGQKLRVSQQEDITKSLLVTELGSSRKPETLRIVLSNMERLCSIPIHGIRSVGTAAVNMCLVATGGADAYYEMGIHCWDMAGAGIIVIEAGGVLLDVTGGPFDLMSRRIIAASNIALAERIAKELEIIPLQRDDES
#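 Elevated IP1 in lysates lowers TR-FRET signal (665/620 ratio and 620 channel reported). Cells were CHO-M1, given carbachol (50 uM as added) plus 50mM LiCl, pH 7.4, 30 min, 37C; compounds titrated up to 46 uM; AC50 by Hill equation.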
# An asterisk follows results filed as active; ? = inconclusive; / = not tested or not shown; [ ] = remark or other dose. Unless noted, calls follow the shape of the dose curve; as a rule, active = well fitted curve in the direction sought with a large enough effect; inconclusive = small, poorly fitted or top-dose-only effect, or another doubt; inactive = no such curve, though single readings can be large; an effect the other way counts as inactive or inconclusive. Unless noted, % is scaled to controls: 0 for no effect and ±100 for the full control effect. An excerpt; count on the stated rates, not on these rows.
Structure	12-hLO inh	ALOX15B inhib	PNC assembly inh	IMPase cell inh
COc1ccc(S(=O)(=O)N2C3CCC2CC(NC(=O)C2CC2)C3)cc1 (configuration not stated)	-7%	2%	18	0
COc1ccc(-c2noc(CCCC(=O)Nc3ccc(C(N)=O)cc3)n2)cc1	-2%	-13%	?	5
Cc1cccc(C)c1NC(=O)Cn1cnc2c(=O)n(C)c(=O)n(C)c21	-3%	6%	-22	2
Cn1c(SCC(=O)c2ccc(F)cc2)nnc1-c1cnccn1	-4%	-2%	?	7
Fc1nc(N2CCCC2)c(F)c(Oc2ccccc2Oc2c(F)c(F)nc(N3CCCC3)c2F)c1F	4%	/	57	0
CN1CCN(CCNC(=O)c2cc3c(=O)n(C)c4ccccc4c3n2C)CC1	7%	8%	-6	-6
CCCCC(CC)COC(=O)COc1ccc(Cl)cc1Cl (configuration not stated)	-3%	1%	/	/
Nc1nnc(SCC(=O)Nc2ccc(S(=O)(=O)N3CCOCC3)cc2)s1	5%	0%	?	4
CC(=O)N1N=C(c2ccc3nccnc3c2)CC1c1ccccc1 (configuration not stated)	1%	-2%	18	-4
Cc1ccc2nc3c(cc(C#N)c(=N)n3CC3CCCO3)c(=O)n2c1 (configuration not stated)	-6%	7%	5	-3
COC(=O)C1CCN(CC(=O)Nc2sc3c(c2C#N)CCC3)CC1	-4%	3%	59	2
O=C(O)c1ccc(Cl)c(S(=O)(=O)N2CCCCCC2)c1	1%	-2%	22	4
O=C(Cn1cnc2c(nnn2Cc2ccc(F)cc2)c1=O)N1CCCc2ccccc21	-1%	/	34	?
COC(=O)c1ccc(OCC(O)CN2C(=O)NC(C)(C)C2=O)cc1 (configuration not stated)	-5%	-3%	15	-1
Cc1nc2ccc(N3C(=O)CCC3=O)cc2[nH]1	10%	0%	?	4
CCOC(=O)NC(=O)CSc1nc2ccc(OCC)cc2[nH]1	0%	-5%	2	3
COc1cccc(OC)c1/C(O)=C(\C#N)c1nc2ccccc2[nH]1	-5%	-5%	20	3
Cc1nc(SCC(=O)c2c(C)[nH]c3ccccc23)c2c(=O)n(C)c(=O)n(CC(C)C)c2n1	1%	-13%	?	3
COC(=O)C(=Cc1ccc(OCc2ccc([N+](=O)[O-])cc2)c(OC)c1)C(=O)OC	0%	8%	15	11
N#Cc1cc(N)c(Nc2ccccc2)cc1C#N	-11%	-8%	-25	-3
COc1ccc(/C=N\NC(=O)CNC(=O)C(c2ccccc2)c2ccccc2)cc1[N+](=O)[O-]	-4%	/	?	/
CCOC(=O)C1=NOC(CNC(=O)c2c(-c3ccccc3Cl)noc2C)C1 (configuration not stated)	2%	1%[11.4 µM]	4	7[1.84 µM]
COc1ccccc1Nc1nnc(SCc2cc(=O)n3cc(C)ccc3n2)s1	-1%	/	26	/
CCCN1Cc2cccc(C(=O)Nc3ccc(CN4CCCC4)cc3)c2C1=O	1%	/	40	/
Cc1ccc(C2c3sc(=O)[nH]c3SC3C(=O)NC(=O)C32)cc1 (configuration not stated)	-3%	/	-29	3
CCN(CC)S(=O)(=O)c1ccc2c(c1)nc(CCC(=O)Nc1ccc3c(c1)OCO3)n2C	3%	/	71	/
CNS(=O)(=O)c1cccc(C(=O)Nc2cccnc2)c1	-2%	-8%	8	-3
Cc1nn(-c2ccccc2)c(/N=C/c2ccc(O)cc2)c1-c1ccccc1	-3%	/	?	6
C=C1C(=O)[C@@]23[C@H](O)C[C@@H]4C(C)(C)CC[C@H](O)[C@@]4(C)[C@@H]2CC[C@@H]1[C@H]3O	0%	/	-15	/
Cc1cc(C)c(NC(=O)c2ccc(S(=O)(=O)N(C)C)cc2)c(C)n1	1%	-3%	7	10
CC(C)c1nc(SCC(=O)Nc2ccc3c(c2)OCO3)n[nH]1	-6%	-1%	33	5
CCn1ccnc1C(O)c1ccc(N(C)C)cc1 (configuration not stated)	0%	5%	33	1
Cc1ccc(C(=O)/C=C/c2ccc3c(c2)OCO3)o1	-3%	-12%	-17	-2
O=C(c1ccccc1)N1CCN(c2ccc([N+](=O)[O-])c(NCc3cccnc3)c2)CC1	-13%	/	-26	3
CCOC(=O)c1c(C)n(OCc2ccccc2)c2ccc3c(no[n+]3[O-])c12	6%	-3%	-80*	10
Cc1ccc(C)c(C(=O)NC2CC(C)(C)NC(C)(C)C2)c1	1%	4%	27	-2
COc1ccc(-n2c(SCC(=O)Nc3ccccc3)nc3c(c2=O)SCC3)cc1	5%	-1%	28	-3
CCOc1cc(-c2nc3ccccn3c2NCC2CCCO2)ccc1O (configuration not stated)	-4%	-1%[2.29 µM]	-6	-10
COCCNC(=O)c1cc2oc3ccccc3c2n1C	6%	-1%	4	9
Cc1cc(C)nc(NS(=O)(=O)c2ccc(NC(=O)C3CC(=O)N(c4ccccc4)C3)cc2)n1 (configuration not stated)	0%	-6%	-13	-7
O=C(Nc1ccccc1SCC1CSc2nc3ccccc3c(=O)n21)c1ccccc1Cl (configuration not stated)	-1%	-2%	?	12
CC(=O)Oc1ccc(N(C(C)=O)S(=O)(=O)c2cccs2)c2ccccc12	7%	-28%	-82*	11
CCN(CC)C(=O)c1sc(N)c(C(=O)OC(C)C)c1C	-2%	/	21	0
C1CCC(c2nn3c(-c4n[nH]c5c4CCC5)nnc3s2)CC1	-15%	-5%	?	0
COc1ccc(OC(=O)Nc2ccccc2)cc1	9%	-7%	17	5
COc1ccc(NC2=NC(=S)N(c3ccc(C)cc3)C23CCCCC3)cc1	0%	-11%	48	3
CCOc1ccc(-c2[nH]ncc2-c2ccc(OC)c(OC)c2)c(O)c1	?	14%	-25	5
CC(C)Oc1ccc(C(=O)N2CCCC2C(=O)O)cc1 (configuration not stated)	-1%	3%	31	-11
COc1ccc(C(=O)NC(C)c2nc3ccccc3[nH]2)cc1OC (configuration not stated)	5%	/	15	-6
CC(C)CC(=O)O/N=C1\C(=O)N(Cc2ccc(Cl)cc2)c2ccc([N+](=O)[O-])cc21	-26%	-22%	14	-6

# Further results follow:
Structure	12-hLO inh	ALOX15B inhib	PNC assembly inh	IMPase cell inh
O=C(NC1=NCCS1)c1sc2ccccc2c1Cl	-8%	-2%	43	-11
Cc1noc(C)c1CSCC(=O)N1CCN(c2ccc(F)cc2)CC1	2%	3%	10	9
C/C(CC(=O)NCc1ccco1)=N\NC(=O)Cc1ccccc1	3%	3%	38	-1
CC(=O)OCC(=O)[C@@]1(O)CCC2C3CCC4=CC(=O)CC[C@]4(C)C3C(=O)C[C@]21C (some centres not stated)	0%	7%	/	/
CN1CCN(S(=O)(=O)c2cccc(C(=O)N(c3ccccn3)C3CCCCC3)c2)CC1	-2%	5%	-19	7
Cc1ccc(C)c2[nH]c(=O)c(CN(CCN3CCCC3)C(=O)Nc3ccc(F)cc3)cc12	-6%	31%[activator]	?	9
O=C(NCCCN1CCc2ccccc2C1)Nc1ccc(Br)cc1	-1%	42%[activator]	74	3
CCC(C)Sc1nc2c([nH]c3ccccc32)c(=O)n1C (configuration not stated)	-1%	1%	?	3
Cc1cc(C)n(S(=O)(=O)/C=C/c2ccccc2)n1	-1%	10%	?	0
CCn1c(COc2ccccc2C)nnc1SCC(=O)NCc1ccccc1	4%	-4%	26	-4

# In a second layout: entries from further up.
> C/C(CC(=O)NCc1ccco1)=N\NC(=O)Cc1ccccc1
  12-hLO inh = 3%	ALOX15B inhib = 3%	PNC assembly inh = 38	IMPase cell inh = -1
> CC(=O)OCC(=O)[C@@]1(O)CCC2C3CCC4=CC(=O)CC[C@]4(C)C3C(=O)C[C@]21C (some centres not stated)
  12-hLO inh = 0%	ALOX15B inhib = 7%	PNC assembly inh = /	IMPase cell inh = /
> CN1CCN(S(=O)(=O)c2cccc(C(=O)N(c3ccccn3)C3CCCCC3)c2)CC1
  12-hLO inh = -2%	ALOX15B inhib = 5%	PNC assembly inh = -19	IMPase cell inh = 7

# The list goes on.
Structure	12-hLO inh	ALOX15B inhib	PNC assembly inh	IMPase cell inh
CC[C@H](CC[C@@H](C)C1CC[C@H]2[C@@H]3CC=C4C[C@@H](O)CC[C@]4(C)[C@H]3CC[C@]12C)C(C)C (some centres not stated)	-5%	-2%	/	0
COCCn1c(SCC(=O)N2CCCc3ccccc32)nc2c(c1=O)SC(C)C2 (configuration not stated)	8%	-5%	-108*	5
CN(C)c1nc(-c2ccccc2)c2cnn(Cc3ccccc3)c2n1	-11%	7%	?	-5
C/C(=N/NC(=O)Cn1nc2ccccc2n1)c1ccc(F)cc1	0%	/	37	/
Cc1ccccc1-c1nnc(SCc2ccccc2F)o1	-11%	-8%	32	-1
Cc1cc(C(=O)OCC(=O)NC(C)(C)C)c2ccccc2n1	2%	-5%	16	4
CCCOC(=O)c1c(N)sc2c1CCC2	-8%	?	-18	?
COc1cccc(-c2nnc(SCC(=O)N3CC(C)CC(C)C3)o2)c1 (configuration not stated)	-5%	-1%	20	3
Fc1ccc(C2=Nn3c(Cc4ccccc4F)nnc3SC2)cc1	-11%	-2%	3	-6
O=S(=O)(Cc1ccccc1)N1CCC(c2nc(-c3cccs3)no2)CC1	2%	-8%	66	3
COc1cc(Cl)ccc1NC(=O)COc1ccccc1C(=O)N1CCN(c2ccc(O)cc2)CC1	-22%	?	0	2
Cc1cc(=O)[nH]c(SCC(=O)Nc2cccc3ccccc23)c1C#N	-13%	-13%	18	0
N#C/C(=N\Nc1ccc(S(=O)(=O)N2CCCCC2)cc1)C(N)=S	-8%	/	21	/
COC(=O)C(C(=O)NCC1CCCO1)C1CCCCCC1 (configuration not stated)	-6%	7%	11	-2
COc1cccc(CNC(=O)c2nnn(-c3ccc(OC(F)(F)F)cc3)c2N)c1	-3%	6%	39	6
N/C(=N\OC(=O)N1CCOCC1)c1ccccc1	-3%	15%	-13	-4
COc1cccc(-c2cnc(OC(C)(C)C)nc2OC(C)(C)C)c1	-8%	21%	20	-2
O=C(Cc1cn2ccsc2n1)OCc1nc2ccccc2s1	-7%	20%	-13	7
COc1ccccc1OCC(=O)NCCSCc1cccc(Cl)c1	-3%	/	51	/
CCOC(=O)C1(C(=O)O)NC(=O)CC1c1ccccc1 (configuration not stated)	1%	-6%	-95*	3
Cc1ccc2cc(CN(Cc3cccs3)C(=O)c3ccco3)c3nnnn3c2c1C	-2%	/	?	/
Cc1cc2nc3c(=O)[nH]c(=O)nc-3n(CC(O)C(O)C(O)COP(=O)(O)O)c2cc1C (configuration not stated)	-1%[0.00818 µM]	7%[0.0915 µM]	/	/
N=c1c2c(-c3ccccc3)c(-c3ccccc3)oc2ncn1CCCN1CCOCC1	0%	32%[activator]	37	16
CC1CCCC(C)N1C(=O)CSCc1ccc(Cl)cc1 (configuration not stated)	-5%	-4%	3	-4
COc1ccc(-c2nn(-c3ccccc3)cc2CNC(=O)c2cccc([N+](=O)[O-])c2)cc1	-1%	/	?	8
CCOC(=O)Oc1ccc2c(=O)c(Oc3cc(C)cc(C)c3)coc2c1	-9%	3%	7	5
N#CCC(=N)N1CCN(c2ccccc2)CC1	-7%	5%[11.4 µM]	?	33[activator][1.84 µM]
O=c1c(-c2ccc(F)cc2)coc2c3c(ccc12)OCCO3	2%	-4%	26	12
CC1CCN(c2ccc(/C=N\Nc3nncn3N)cc2[N+](=O)[O-])CC1	-2%	/	-116*	/
CC(=O)Nc1nnc(SCC(=O)c2ccc3c(c2)Cc2ccccc2-3)s1	-3%	/	35	/
CCOc1ccccc1N=C1SC(CC(=O)Nc2ccc(OC)cc2OC)C(=O)N1CCC1=CCCCC1 (configuration not stated)	0%	/	46	/
